iPSC survival up = hiPSC single-cell survival enhancement; ATPlite luminescence; 100% = ROCK inhibitor wells, 0% = DMSO; survival enhancement, % at 20 µM; hit rate 0.044% among 360,000; AID 602274; in the data active = survival enhancement above about 18%;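 note: cells exposed to compounds for 16 hours before the ATP read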
aDG glyco up = increases alpha dystroglycan glycosylation | activation, % at 10 µM | hit rate 0.22% among 360,000 | Pro5-aDG cells, alpha-DG glycosylation AlphaScreen (IIH6); 0% Pro5, 100% B10-LARGE cell signal;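 active = activation of at least 8% versus controls, or a plate z-score of at least 8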;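 note: Pro5 are CHO cells carrying HIG-tagged alpha-DG that lacks glycosylation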
N-glyco inh = blocks N-linked glycosylation in D54 reporter cells; hit rate 0.23% among 360,000; AID 588692; reporter increase, % at 12.5 µM; D54 ERlucT glycosylation luciferase reporter, 24 h; percent of 100 nM tunicamycin response;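 active = mean luciferase reporter signal, scaled so untreated is 0 and the glycosylation-blocking control 100, at or above a set limit in every replicate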;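 note: luciferase carries N-glycosylation sites so blocking glycosylation raises the light; 0% = median of neutral control wells and 100% = median of 100 nM tunicamycin wells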
ABCB6 inh 2 = blocks the human ABCB6 transporter; Q9NP58; K562-ABCB6 porphyrin accumulation, flow cytometry, 1 h; active compounds read low; fluorescence ratio to DMSO, % at 10 µM; hit rate 0.19% among 360,000;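 active = fluorescence ratio to DMSO below 75%, the collection mean minus 3 SD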;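 note: signal is porphyrin accumulated inside mitochondria; 100% equals median channel fluorescence of DMSO control wells; lower ratio means ABCB6 inhibition with less porphyrin fluorescence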
m5-HT2A agonist = agonists of mouse serotonin 5-HT2A receptor (HTR2A); hit rate 0.66% among 360,000; AID 624169; P35363; CHO-K1 mHTR2A beta-arrestin complementation, luminescence; percent of 30 µM serotonin response; activation, % at 7.6 µM;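 active = activation above a run cutoff, the mean activation of all tested compounds plus 3 SD, cut at about 14% in these data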;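 note: 0% = plate median of compound wells and 100% = 30 µM serotonin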
Target sequence (P35363 whole entry, looked up): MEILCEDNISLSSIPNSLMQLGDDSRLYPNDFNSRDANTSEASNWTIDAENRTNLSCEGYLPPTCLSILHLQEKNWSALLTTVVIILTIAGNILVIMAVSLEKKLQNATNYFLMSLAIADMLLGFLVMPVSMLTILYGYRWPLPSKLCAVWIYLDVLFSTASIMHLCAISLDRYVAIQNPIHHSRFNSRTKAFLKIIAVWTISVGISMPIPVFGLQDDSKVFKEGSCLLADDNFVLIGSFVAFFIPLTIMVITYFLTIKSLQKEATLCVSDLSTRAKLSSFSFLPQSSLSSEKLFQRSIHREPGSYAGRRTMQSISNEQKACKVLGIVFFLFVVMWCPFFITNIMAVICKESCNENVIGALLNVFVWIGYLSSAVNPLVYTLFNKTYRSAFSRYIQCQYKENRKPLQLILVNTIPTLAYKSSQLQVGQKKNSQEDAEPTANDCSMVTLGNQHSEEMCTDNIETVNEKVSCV
ABHD5-PLIN5 inh = inhibitors of human ABHD5-perilipin-5 interaction; Split G. princeps luciferase complementation, luminescence, 4 h; hit rate 0.78% among 360,000; inhibition, % at 4 µM; Q00G26+Q8WTS1;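 active = inhibition above the mean inhibition across every tested compound plus 3 SD, cut at about 22% in these data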;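 note: 0% = DMSO only wells and the 100% control is not disclosed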
MC4R antagonist = blocks human MC4R cAMP signaling. P32245. MC4R-expressing cells, MTII-stimulated cAMP, LANCE TR-FRET. inhibition, % at 6.5 µM. hit rate 0.48% among 360,000;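 active = inhibition above its plate's cutoff, the mean of tested wells on that plate plus 3 SD, cut at about 29% in these data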;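 note: 0% = Melanotan II alone and 100% = Melanotan II plus saturating MCL0020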
Target sequence (P32245 whole entry, looked up): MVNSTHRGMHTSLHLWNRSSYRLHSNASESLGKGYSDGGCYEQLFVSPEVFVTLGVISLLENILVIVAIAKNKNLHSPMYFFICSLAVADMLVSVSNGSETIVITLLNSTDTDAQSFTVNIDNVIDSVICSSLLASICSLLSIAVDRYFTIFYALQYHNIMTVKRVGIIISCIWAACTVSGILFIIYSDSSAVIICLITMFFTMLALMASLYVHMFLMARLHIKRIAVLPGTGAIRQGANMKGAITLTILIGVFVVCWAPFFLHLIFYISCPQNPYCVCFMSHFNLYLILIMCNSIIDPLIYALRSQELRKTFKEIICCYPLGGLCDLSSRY
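material = U2OS cells stably expressing human melanocortin 4 receptor (MC4R) | also added = Melanotan II challenge | dosing = single nominal compound dose of 6.5 µM | detection = TR-FRET with Eu-cAMP and labeled anti-cAMP, 671 nm | replication = singlicate | timing = compound 30 min, challenge 1 h, detection 1 h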
Exocytosis inh = blocks lytic granule exocytosis | TALL-104 LAMP-1 surface exposure, flow cytometry; cells stimulated with thapsigargin and PMA | inhibition, % at 10 µM | hit rate 0.66% among 360,000 | AID 651702;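 active = inhibition above about 55%, limit read from the data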
H9c2 protect = myocardial damage modulation in H9c2 cells. protection from H2O2 cell death, % at 20 µM. hit rate 0.63% among 360,000. AID 588492. H9c2 cardiomyocytes, H2O2 injury protection, ATPLite, 2 h;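 active = compounds giving at least 50% protection of heart cells from peroxide-induced death in the single-dose screen, raw or plate-pattern-corrected value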;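 note: 0% = DMSO wells with peroxide and 100% = DMSO wells without peroxide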
MC4R ag barr = agonists of human melanocortin 4 receptor (MC4R) beta-arrestin; P32245; U2OS MC4R beta-arrestin complementation, luminescence; percent of melanotan II response, DMSO zero; hit rate 0.98% among 360,000; activation, % at 8.9 µM;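 active = activation above a per-plate cutoff, the mean activation of sample wells on that plate plus 3 SD, cut at about 8% in these data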
The depositor's hits bear a star; · = no result given.

SMILES	iPSC survival up	aDG glyco up	N-glyco inh	ABCB6 inh 2	m5-HT2A agonist	ABHD5-PLIN5 inh	MC4R antagonist	Exocytosis inh	H9c2 protect	MC4R ag barr
Cc1ccc(S(=O)(=O)N[C@@H](Cc2ccccc2)C(=O)N2CCC(C(=O)N[C@@H](CC(C)C)C(=O)O)CC2)cc1	-0.1	-0.1	2	96	6	7	8	-7	3	1.3
CCOC(=O)C1CCN(C(=O)COC(=O)CN(C)S(=O)(=O)c2ccc(NC(C)=O)cc2)CC1	0.9	-0.3	0	96	-5	3	-3	2	8	-2.3
O=C(Nc1ccccc1C(F)(F)F)NC1(C(=O)N2CCOCC2)CCCCC1	8.2	0.1	2	106	3	10	5	-3	-6	-0.2
O=C(Oc1cccc2ccccc12)c1cc(Cl)nc2ccccc12	-2.1	0.4	0	99	1	-3	4	-4	-18	-0.3
Brc1cccc(-c2nnc(-c3ccccc3)o2)c1	-3.8	0.2	-6	96	3	-2	7	3	-10	7.4
Cc1ccccc1CN(C)c1ccc(S(=O)(=O)N2CCN(C)CC2)cn1	-0.2	-0.1	0	105	-9	-8	-7	2	3	0.9
CCCc1cc(=O)n2[nH]c(C)c(-c3ccc(Cl)cc3)c2n1	-0.5	0.0	2	100	0	-5	-6	2	28	-3.4
CCc1cc(=O)oc2cc(C)cc(OC(C)C(=O)NC(Cc3c[nH]c4ccc(O)cc34)C(=O)O)c12 (stereo unspecified)	0.8	0.1	2	105	-3	2	8	-6	0	0.6
CCOC(=O)C1CCC(CNCc2ccc(Cl)cc2)CC1 (stereo unspecified)	3.3	1.0	0	101	0	-1	2	-4	1	-0.3
COc1ccc(CCNC(=O)COc2ccc(N(C)S(=O)(=O)c3ccc(C)cc3)cc2)cc1OC	0.6	-0.3	-1	92	4	3	7	1	-2	1.3
CCc1ccc2c(c1)c(N=NC1=NC(=O)CS1)c(O)n2CC	0.4	-0.2	3	92	-4	6	1	1	4	-1.9
COC(=O)c1cccc(NC(=O)/C(=C\c2ccccc2)NC(=O)c2ccccc2Cl)c1	5.1	-0.3	7	97	-2	-1	18	-1	21	-1.5
O=C(NC1CCCC1)C(c1ccsc1)N(Cc1ccco1)C(=O)Cc1cccs1 (stereo unspecified)	0.1	-0.2	-4	97	-6	-11	1	12	10	-1.4
O=C(COC(=O)c1ccc(Cl)nc1)NC1CCCc2ccccc21 (stereo unspecified)	-1.3	-0.2	2	100	-5	-2	7	-2	1	-0.8
CCN(CC)c1ccc(NC(=O)Nc2cccc(C(C)=O)c2)cc1	-4.2	-0.2	2	107	-6	4	1	1	-16	-0.1
CC(C(=O)NC(C)(C)C)N(Cc1cccs1)C(=O)CCN1CCc2ccccc21 (stereo unspecified)	0.0	-0.1	-6	98	-6	7	6	-3	-3	0.8
COc1cc2c(C)nc3onc(-c4ccccc4)c3c2cc1OC	-3.5	-0.3	-6	92	1	-5	-4	21	29	0.9
NNC(=O)CCn1c2ccccc2c2ccccc21	2.6	-0.5	-2	101	-2	-4	12	25	-3	-1.8
CC1CCCCN1S(=O)(=O)c1ccc(S(=O)(=O)N2CCN(C)CC2)cc1 (stereo unspecified)	-0.6	-0.1	2	98	3	-2	10	17	-3	-2.9
O=C(C[n+]1ccccc1)N/N=C/c1c(F)cccc1Cl	-0.4	0.0	-2	99	-1	5	-2	4	1	1.5
CCOc1ccc(N(CC(=O)NC2CCCCC2)S(=O)(=O)c2c(C)noc2C)cc1	-0.8	0.1	0	96	-4	5	2	-2	-1	-0.5
CCC(SC1=N/C(=C/c2ccccc2)C(=O)N1c1ccccc1)C(=O)Nc1cc(C)on1 (stereo unspecified)	-0.5	0.0	-4	96	-7	-8	-3	-2	0	-1.8
CC(=O)n1cc(C(C[N+](=O)[O-])SCCN)c2ccccc21 (stereo unspecified)	2.6	-0.4	13	104	-5	-11	-11	-1	6	-1.8
Cc1nccn1CCCNC(=O)C1CCC(=O)N(Cc2ccccc2F)C1 (stereo unspecified)	-0.4	0.2	3	97	1	-10	6	-6	1	-1.9
Cc1nn(C)c(NC(=O)c2ccccc2Cl)c1Cl	0.1	0.1	0	102	1	-3	8	3	-1	-0.6
c1ccc(-c2oc3ncnc(NCCCn4ccnc4)c3c2-c2ccccc2)cc1	-1.2	1.3	4	104	-5	14	8	40	37	2.3
CCN(c1ccccc1)S(=O)(=O)c1cc(OC)ccc1OC	5.4	0.1	-1	129	-1	-7	10	-2	-2	-0.1
CCOc1ccc2nc(SC3CC(=O)N(c4ccccc4)C3=O)sc2c1 (stereo unspecified)	1.0	0.3	0	97	-3	-4	10	28	9	-0.9
COc1ccc(C(C#N)N2N=C(C)CC2c2ccccc2)cc1 (stereo unspecified)	-0.3	0.0	2	97	3	4	8	7	0	-2.1
CCCCc1nc2ccccc2c(NC(=O)CNC(C)(C)C)c1CCC	0.4	0.4	0	87	-5	-4	-2	0	28	-1.4

Another view of part of the listing above:
Every second line gives: iPSC survival up	aDG glyco up	N-glyco inh	ABCB6 inh 2	m5-HT2A agonist	ABHD5-PLIN5 inh	MC4R antagonist	Exocytosis inh	H9c2 protect	MC4R ag barr
> CCc1ccc2c(c1)c(N=NC1=NC(=O)CS1)c(O)n2CC
    0.4	-0.2	3	92	-4	6	1	1	4	-1.9
> COC(=O)c1cccc(NC(=O)/C(=C\c2ccccc2)NC(=O)c2ccccc2Cl)c1
    5.1	-0.3	7	97	-2	-1	18	-1	21	-1.5

Taken from above.
Under MC4R ag barr, CC(=O)n1cc(C(C[N+](=O)[O-])SCCN)c2ccccc21 (stereo unspecified) shows -1.8
Under iPSC survival up, CCOc1ccc2nc(SC3CC(=O)N(c4ccccc4)C3=O)sc2c1 (stereo unspecified) shows 1.0
Under H9c2 protect, CCCCc1nc2ccccc2c(NC(=O)CNC(C)(C)C)c1CCC shows 28
Under iPSC survival up, Cc1nn(C)c(NC(=O)c2ccccc2Cl)c1Cl shows 0.1
Under Exocytosis inh, COc1ccc(C(C#N)N2N=C(C)CC2c2ccccc2)cc1 (stereo unspecified) shows 7

Continuation.
SMILES	iPSC survival up	aDG glyco up	N-glyco inh	ABCB6 inh 2	m5-HT2A agonist	ABHD5-PLIN5 inh	MC4R antagonist	Exocytosis inh	H9c2 protect	MC4R ag barr
COc1ccc(CC(=O)Nc2c3c(nn2C(C)(C)C)CS(=O)C3)cc1 (stereo unspecified)	-0.4	0.2	-2	103	4	-2	7	-3	14	-1.0
O=C(NC1CCCCCC1)C1CCCN(S(=O)(=O)c2cccs2)C1 (stereo unspecified)	0.0	0.2	0	100	6	-1	-5	-2	-17	0.0
O=C(Nc1cccc(S(=O)(=O)NCc2ccco2)c1)c1cc(-c2ccccc2)nc2ccccc12	-2.3	-0.4	-2	97	2	-2	14	4	5	3.7
Cc1ccccc1N1CCN(C(=O)C2CCC(=O)N(C3CCCC3)C2)CC1 (stereo unspecified)	-0.3	0.1	-2	110	1	7	7	-6	0	-1.4
FC(F)(F)c1cccc(CN2CCC(c3cc(-c4cccs4)n[nH]3)CC2)c1	2.1	0.5	7	102	-3	3	-3	0	-6	3.3
COCCCNC(=O)c1ccc(Cn2c(=O)c3ccccc3n(Cc3cc(C)ccc3C)c2=O)cc1	-2.6	0.1	0	91	6	4	-4	-2	7	1.4
Cc1cc(/C=N/NC(=O)c2ccc(O)cc2)c(C)n1CC(C)C	-0.8	0.1	-1	99	0	2	-2	-3	-16	0.0
CCOC(=O)c1cnc2ccc(OCC)cc2c1N(C)Cc1ccccc1	5.5	0.4	-5	83	-1	-5	30*	102*	-10	2.6
CC(=O)n1c2c(c3ccccc31)OC(N)=C(C#N)C2c1cccc(Cl)c1Cl (stereo unspecified)	-1.9	-0.3	11	102	4	9	-2	4	33	-0.7
O=C(Nc1ccc(N2CCOCC2)c(Cl)c1)c1ncn[nH]1	-2.1	-0.1	1	109	2	3	1	-5	10	-1.2
CCOC(=O)c1cccc(NC(=O)C(C)N2C(=O)c3ccccc3C2=O)c1 (stereo unspecified)	-1.9	0.4	3	184	1	-1	12	-13	0	-0.6
CC(NC(=O)c1ccccc1F)c1nnc(SCC(=O)NC2CCCCC2)n1C (stereo unspecified)	-0.5	-0.1	4	101	1	-8	4	-8	1	0.0
Cc1nc2sccn2c(=O)c1S(=O)(=O)NCCc1ccc(Cl)cc1	-0.5	0.1	-2	104	-5	-2	12	2	2	2.2
Cc1ccccc1N=Cc1c(O)n(-c2nccs2)c(=O)c2ccccc12	-1.0	-0.4	2	93	0	1	14	-2	39	-1.4
CCCCOc1ccc(C(=O)Nc2ccc(OCC(=O)N3CCOCC3)cc2)cc1	-0.5	0.4	-2	97	4	-1	7	-1	-14	-2.3
CC1=C(C(=O)N2CCOCC2)CC(CC(=O)NCc2cccs2)C(=O)N1CCC1=CCCCC1 (stereo unspecified)	-1.5	0.3	1	101	-1	-6	6	-2	-1	0.1
CN([C@@H](Cc1ccc(OS(=O)(=O)c2cccc3cnccc23)cc1)C(=O)N1CCN(c2ccccc2)CC1)S(=O)(=O)c1cccc2cnccc12	0.5	-0.5	-2	129	15*	2	9	2	16	0.2
C/C=C/Cn1c(SC)nc2c1c(=O)[nH]c(=O)n2C	0.7	0.0	1	92	3	1	-9	-1	19	-1.6
COc1ccccc1CNC(=O)C1CCCCN1S(=O)(=O)c1ccccc1 (stereo unspecified)	0.0	0.1	-2	103	6	15	8	9	7	-0.8
Cc1cc(C)nc(N2N=C(c3ccccc3)CC2=O)n1	2.3	0.1	0	99	-2	6	12	0	2	0.0
CCOc1ccc(-c2nnc3ccc(SC(C)C)nn23)cc1	1.3	0.2	-7	102	8	-7	13	3	9	3.0
CCCNC(=O)C(Cc1ccc(Cl)cc1)NC(=O)c1ccc(C#N)cc1 (stereo unspecified)	1.2	0.3	0	97	0	6	3	-6	8	0.8
S=C(Nc1ccc(Cl)cc1)c1nc2ccccc2[nH]1	-1.4	0.0	5	89	0	-3	2	0	-13	-2.0
CCOC(=O)C(NCCc1ccccc1F)(NC(C)=O)C(F)(F)F (stereo unspecified)	1.9	0.2	0	84	-1	-10	10	6	8	-0.3
CCCCCCCCN1C(=O)[C@H](CC(=O)NCc2cccc(C(F)(F)F)c2)C[C@@]2(C(=O)OCC)CCCC=C12	-1.0	0.0	·	97	5	-1	·	1	·	·
CC1(C(=O)NCc2ccco2)Cc2c(-c3ccc(C(N)=O)cc3)ccnc2O1 (stereo unspecified)	-2.5	-0.3	23	102	-2	4	-6	4	4	0.4
CCCCCCn1c(SCCC)nc2c1c(=O)[nH]c(=O)n2C	3.7	0.1	2	184	4	-1	10	3	-14	1.0
Cc1ccccc1/C=C1\Oc2ccccc2C1=O	-0.6	0.0	-2	102	4	2	11	-2	-5	1.8
C=CCNC(=O)Cn1c(=O)c2c(ncn2CCC(C)C)n(Cc2ccccc2)c1=O	1.2	0.0	1	98	-5	-1	7	1	-6	1.9
O=c1cc(-c2ccccc2)c2ccccc2[nH]1	5.6	-0.1	-4	93	1	3	-7	-1	-2	-1.6
CC1(c2ccc(Cl)cc2)NC(=O)N(CN2CCOCC2)C1=O (stereo unspecified)	-0.9	-0.1	0	103	-1	1	4	-4	5	-2.0
COc1ccc(Cl)cc1NC(=O)COC(C)=O	-0.7	0.1	0	100	3	6	23	-1	4	2.1
